HSF1 inhib – HSF1 inhibition. 0.77% of 300,000 active. NIH3T3-HGL HSE-luciferase, MG132-induced, luminescence 8 h; hits give low values. activity change, negative = inhibition, % at 7.5 µM (by protocol);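 active means more than half of replicate wells show activity change below -50%, luminescence cut by over half; inconclusive means some wells, but at most half, below -50%; inactive means no replicate well below -50%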;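 further: luciferase reports HSF-1 transcriptional activity via heat shock element; 0% = median of DMSO wells and -100% = zero luminescence signal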
GSK3A inh – human GSK-3 alpha kinase inhibition; P49840; ADP-Glo luminescence, 60 min; inhibition, % at 10 µM; 0.1% of 320,000 active;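 in the data active means inhibition above about 50%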;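 further: GST-tagged GSK-3 alpha with peptide substrate and 25 µM ATP; 0% = DMSO neutral wells and 100% = GW8510 positive control wells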
Target sequence (P49840 whole entry, looked up): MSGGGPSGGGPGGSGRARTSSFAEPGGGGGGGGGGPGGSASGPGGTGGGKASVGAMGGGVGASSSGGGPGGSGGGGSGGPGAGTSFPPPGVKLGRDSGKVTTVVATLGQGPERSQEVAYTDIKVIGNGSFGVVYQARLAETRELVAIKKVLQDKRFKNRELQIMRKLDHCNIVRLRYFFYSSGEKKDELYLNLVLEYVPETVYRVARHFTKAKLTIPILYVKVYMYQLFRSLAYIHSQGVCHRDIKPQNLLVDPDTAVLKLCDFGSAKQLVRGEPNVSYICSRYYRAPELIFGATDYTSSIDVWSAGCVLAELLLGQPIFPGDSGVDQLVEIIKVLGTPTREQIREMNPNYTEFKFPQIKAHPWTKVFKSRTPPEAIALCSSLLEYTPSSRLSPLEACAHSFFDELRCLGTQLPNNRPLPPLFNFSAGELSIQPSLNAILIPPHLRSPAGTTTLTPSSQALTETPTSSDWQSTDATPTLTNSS
IEC-6 cytotox – counter-screen for KLF5 inhibitors: cytotoxicity in IEC-6 cells | 0.78% of 290,000 active | IEC-6 cytotoxicity, luminescence viability | inhibition, % at 5 µM; in the data active means inhibition above about 22%;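 further: 0% = plate median of test compound wells and 100% = cytotoxic reference compound wells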
aSyn 5UTR inh – 5' untranslated region of α-synuclein, MLPCN primary screen. alpha-synuclein 5'UTR reporter, inhibitor activity. inhibition, % (tested at 7.5 µM). 0.82% of 300,000 active. AID 1813; in the data active means inhibition above about 60%; inconclusive means no clear call, values can overlap the other calls;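 further: H4 neuroglioblastoma cells stably carrying SNCA 5'UTR luciferase fusion; 0% = DMSO wells and 100% = positive control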
HSF1 activator – increases HSF-1 driven luciferase reporter signal; activation, % at 9 µM; NIH3T3-HGL HSF-1 luciferase reporter, MG132, 8 h; 100% = twice DMSO control signal; 1.7% of 300,000 active;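 active means mean replicate activation of at least 50% with a set share of replicates each reaching 50%; inconclusive means only one of those two conditions met; inactive means mean below 50% and too few replicates reaching it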;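 further: 0% = median of the neutral control wells and 100% = twice that signal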
HSP90 refold inh – inhibitors of HSP90 luciferase refolding in rabbit reticulocyte lysate; luciferase refolding luminescence, 3 h; inhibition, % at 5.6 µM; 0.91% of 290,000 active; AID 1789;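 active means inhibition above the screen-wide mean plus 3 SD, computed separately per campaign, cut at about 16% in these data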;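 further: 0% = DMSO wells and 100% = 60 µM geldanamycin wells; inhibitors lower the luminescence because luciferase stays unfolded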
KLF5 inh – suppresses KLF5 promoter-driven expression; 0.23% of 290,000 active; DLD-1 KLF5 promoter-luciferase reporter, luminescence; AID 1700; inhibition, % at 5 µM;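 active means inhibition above a per-plate limit of that plate's mean compound inhibition plus 3 SD, cut at about 60% in these data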;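 further: 0% = DMSO wells and 100% = LY294002 at 200 µM; higher means less KLF5 promoter-driven luciferase light; inactives centre near -14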
GSK3beta inhib – inhibitors of human GSK3beta kinase; GST-GSK3beta kinase, ADP-Glo luminescence, 60 min; hits give low values; activity score (negative = inhibition), % at 10 µM; 0.038% of 300,000 active;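 active means more than half of replicate wells score below -50%, meaning over 50% inhibition versus plate controls; inconclusive means some replicates but at most half score below -50%; inactive means no replicate scores below -50%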;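 further: 0% = median DMSO wells and -100% = median GW8510 positive control wells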
Target sequence (P49841 whole entry, looked up): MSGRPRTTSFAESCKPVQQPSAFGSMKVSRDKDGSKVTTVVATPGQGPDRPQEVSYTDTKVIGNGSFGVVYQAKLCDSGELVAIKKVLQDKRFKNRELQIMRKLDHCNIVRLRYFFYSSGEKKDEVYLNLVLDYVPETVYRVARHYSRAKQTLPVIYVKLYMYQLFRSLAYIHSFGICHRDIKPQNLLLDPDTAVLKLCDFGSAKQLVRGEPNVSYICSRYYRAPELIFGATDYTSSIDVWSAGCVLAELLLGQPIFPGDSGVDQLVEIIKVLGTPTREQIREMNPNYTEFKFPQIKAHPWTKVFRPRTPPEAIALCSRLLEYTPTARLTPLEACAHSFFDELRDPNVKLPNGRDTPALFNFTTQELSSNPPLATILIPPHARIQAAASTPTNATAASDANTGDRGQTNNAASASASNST
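test system = GST-tagged human GSK3beta kinase, cell-free | reagent = 25 µM ATP with peptide substrate | dosing = one dose of 10 µM per compound | schedule = 60 min reaction, RT | detection = luminescent ADP-Glo measurement of ADP formed | control set = DMSO neutral wells and GW8510 at 20 µM as positive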
Platelet DG rel – platelet dense granule release activity; human platelet-rich plasma, SFLLRN dense granule ATP release, luminescence; 0.22% of 300,000 active; inhibition, %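 (compounds screened at 7.5 µM in platelet-rich plasma)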;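 active means mean replicate score, as percent of positive control, at or above 50; inconclusive means mean below 50 but at least one replicate at or above 50; inactive means mean and every replicate below 50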
Dyrk1A ADPGlo – Dyrk1A (rat) kinase inhibition; Q63470; AID 504441; ADP-Glo luminescence, NFATc1 peptide; 0.43% of 310,000 active; inhibition, % at 12.5 µM; in the data active means inhibition above about 50%;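 further: plate controls were vehicle with enzyme for no effect and no enzyme for full effect; many of its hits are not listed in these tables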
Starred values were filed as active, the others as inactive; ? = inconclusive; . = no result given. This is a subset; count on the stated rates, not on these rows.

Second line of a record – HSF1 inhib	GSK3A inh	IEC-6 cytotox	aSyn 5UTR inh	HSF1 activator	HSP90 refold inh	KLF5 inh	GSK3beta inhib	Platelet DG rel	Dyrk1A ADPGlo
> COc1ccc(-n2c3c(cc(C(=O)NCC(=O)c4ccccc4)c2=O)C(=O)CC(C)(C)C3)cc1
  -6	-1	3	22	-3	3	16	1	3	4
> CCC(=O)NC(Nc1sc2c(c1C(=O)OC)CCN(C)C2)(C(F)(F)F)C(F)(F)F
  -1	-2	8	5	1	3	-19	0	3	-7
> CCn1c(=S)sc2c(=O)n(CC(=O)Nc3ccc(OC)cc3)c(C)nc21
  3	1	-2	20	4	-3	-1	0	3	1
> Cc1nc(C)c(-c2csc(NCc3ccco3)n2)s1
  -4	-2	-6	-99	-1	0	-50	-1	7	25
> COC(=O)c1cccc(COC(=O)c2ccc(N(C)C)cc2)c1
  11	-3	-3	-27	6	0	-65	-2	-1	-2
> Cc1ccc(-n2c(Cn3nc(C(F)F)cc3C(F)F)n[nH]c2=S)cc1
  0	-2	-2	15	-17	0	-19	2	2	3
> CCC(C)NC(=O)c1ccc2c(Cl)c3c(nc2c1)CCC3 (centres undefined)
  6	1	-1	-164	40	-1	-135	8	10	1
> COc1ccccc1NC(=O)CSc1nnc(Cc2cc(=O)[nH]c(=O)[nH]2)n1-c1ccccc1
  -6	-1	-3	0	0	1	-29	-2	-2	-1
> CCOc1ccc(NC(=O)C(=O)N/N=C\c2ccc(CNS(=O)(=O)c3ccccc3)o2)cc1
  7	-1	-2	-50	8	-6	8	-2	0	-2
> O=[N+]([O-])c1ccc(COc2cccc(CNc3ccc(Br)cc3)c2)cc1
  23	0	4	14	24	-3	-27	3	-7	-6
> O=C(NCc1ccccc1)C1(c2cccc(F)c2)CCCC1
  .	4	-5	.	.	5	-17	-2	-10	-1
> CN(C(=O)c1ccccc1Cl)c1ccccc1C(=O)NCCc1ccccc1
  4	0	1	5	13	0	-22	-1	-3	3
> CCc1ccc(C(=O)CN2C(=O)NC(C)(CCc3ccccc3)C2=O)cc1 (centres undefined)
  -1	1	-6	23	-12	1	-3	5	-1	-8
> COc1ccc(Br)cc1CNC(=O)c1ccc2c(c1)N(C)CCS2
  7	1	4	7	11	1	2	0	97*	2
> Cc1cc(C)n(-c2nc(NCCCO)c3c4c(sc3n2)CCCC4)n1
  -10	-1	1	-52	0	-2	-27	-4	9	8
> O=C(Cn1[nH]c(=O)c2ccccc2c1=O)OCC(=O)c1ccc(F)cc1
  -1	-1	.	9	15	.	.	.	-6	11
> C=CCn1cc(CN2CCC(C(=O)Nc3ccc(Oc4cccnc4)cc3)CC2)c(C)n1
  1	1	3	15	3	1	-25	-2	16	-6
> COC(=O)c1ccc(-c2sc3nc(N4CCOCC4)c4c(c3c2N)CC(C)(C)OC4)o1
  -1	-1	-4	0	-2	-1	-6	0	16	.
> Cc1ccc(SCC(=O)Nc2ccccc2C(=O)O)cc1
  9	-3	-2	-55	33	-1	-96	4	-7	6
> CC(C)OC(=O)c1c(NC(=O)c2ccco2)sc2c1CCCCC2
  2	-3	3	-4	-20	-1	-18	3	4	1

Ordered by value in HSP90 refold inh (smallest number first): three of the compounds above.
| Compound | HSF1 inhib | GSK3A inh | aSyn 5UTR inh | HSF1 activator | HSP90 refold inh | KLF5 inh | GSK3beta inhib | Platelet DG rel | Dyrk1A ADPGlo |
| --- | --- | --- | --- | --- | --- | --- | --- | --- | --- |
| CC(C)OC(=O)c1c(NC(=O)c2ccco2)sc2c1CCCCC2 | 2 | -3 | -4 | -20 | -1 | -18 | 3 | 4 | 1 |
| CN(C(=O)c1ccccc1Cl)c1ccccc1C(=O)NCCc1ccccc1 | 4 | 0 | 5 | 13 | 0 | -22 | -1 | -3 | 3 |
| CCc1ccc(C(=O)CN2C(=O)NC(C)(CCc3ccccc3)C2=O)cc1 (centres undefined) | -1 | 1 | 23 | -12 | 1 | -3 | 5 | -1 | -8 |

The results go on.
Second line of a record – HSF1 inhib	GSK3A inh	IEC-6 cytotox	aSyn 5UTR inh	HSF1 activator	HSP90 refold inh	KLF5 inh	GSK3beta inhib	Platelet DG rel	Dyrk1A ADPGlo
> CCOC(=O)c1ccc(COc2nc3ccccc3nc2-c2ccccc2NC(C)=O)o1
  0	4	-2	0	8	0	19	-1	13	-1
> CCCCn1c(N)c(N(CC(C)C)C(=O)CCCc2cccs2)c(=O)[nH]c1=O
  4	-2	3	21	-3	-2	5	-3	-7	1
> COc1ccc(OC)c(N2C(N)=NC(N)=NC23CCCC3)c1
  -12	-1	-1	-14	-2	0	-22	3	8	-9
> O=[N+]([O-])c1cc(Br)c(O)c(/C=N/Nc2nc3ccccc3s2)c1
  19	.	1	-88	57*	1	-5	-3	2	33
> O=C1CC[C@H](N2C(=O)c3ccccc3C2=O)C(=O)N1
  9	-3	.	8	-7	.	.	-1	-1	5
> Cc1ccc(NC(=O)COc2ccc(-n3ccnc3)cc2)cc1Cl
  -4	2	-5	21	7	3	-21	-1	5	12
> CCNC(=O)COc1ccc(-c2ccccc2)cc1
  12	0	0	-116	33	0	-75	1	1	2
> COc1ccc(OC)c(C(=O)c2coc3ccc(OCC(=O)O)cc23)c1
  -1	3	1	-8	3	-3	13	1	-1	13
> COc1ccc2nc(SCC(=O)Nc3nonc3C)[nH]c2c1
  4	2	5	-13	3	3	-5	-3	0	11
> COC(=O)C1C(O)=C(C(C)=Nc2cccc3ccccc23)C(=O)CC1(C)C (centres undefined)
  3	4	11	-11	-4	12	-6	1	7	6
> O=C1/C(=C\c2cccs2)SC(=S)N1C1CCS(=O)(=O)C1 (centres undefined)
  -2	-2	-7	-40	1	10	-21	-1	33	-7
> Cc1ccc([N+](=O)[O-])cc1S(=O)(=O)N1CCCC1
  1	-1	-4	23	-11	2	-14	-3	-19	1
> Cc1cccc(NC(=O)Cn2nnc(C(=O)NCc3cccs3)c2N)c1C
  -3	-1	-2	17	2	2	-14	6	7	7
> COc1ccc(CC(=O)OC(C)C(=O)c2ccc(C)cc2)cc1 (centres undefined)
  3	4	-5	18	5	6	-8	-2	-19	-6
> CN(C)c1ccc(-c2nc3ccccc3n2C)cc1
  3	13	12	?	24	28*	-14	-29	31	13
> Cc1ccc(C2N(c3ccccc3)C(=S)N3CCCN23)cc1 (centres undefined)
  -82*	3	-1	9	-86	0	-12	1	-4	-6
> O=C(O)c1ccc(-c2ncc[nH]2)cc1
  -6	-1	4	7	-7	0	7	0	1	-7
> CCOC(=O)c1cc(NC(=O)SCC(=O)O)c(C)nc1C
  -9	-2	-8	-9	-1	-2	9	-1	3	-1
> CCNc1ccc(S(=O)(=O)N(C)C)cc1[N+](=O)[O-]
  -10	-1	-2	10	-9	2	-12	0	-3	4
> Cc1ccc(-c2cc(C(=O)NCCc3ccc(S(N)(=O)=O)cc3)c3ccccc3n2)cc1
  11	-5	13	-18	21	3	-33	0	18	0

Given field by field: four of the compounds above.
Cc1ccc(-c2cc(C(=O)NCCc3ccc(S(N)(=O)=O)cc3)c3ccccc3n2)cc1
  HSF1 inhib: 11; GSK3A inh: -5; IEC-6 cytotox: 13; aSyn 5UTR inh: -18; HSF1 activator: 21; HSP90 refold inh: 3; KLF5 inh: -33; GSK3beta inhib: 0; Platelet DG rel: 18; Dyrk1A ADPGlo: 0

CCNc1ccc(S(=O)(=O)N(C)C)cc1[N+](=O)[O-]
  HSF1 inhib: -10; GSK3A inh: -1; IEC-6 cytotox: -2; aSyn 5UTR inh: 10; HSF1 activator: -9; HSP90 refold inh: 2; KLF5 inh: -12; GSK3beta inhib: 0; Platelet DG rel: -3; Dyrk1A ADPGlo: 4

Cc1ccc([N+](=O)[O-])cc1S(=O)(=O)N1CCCC1
  HSF1 inhib: 1; GSK3A inh: -1; IEC-6 cytotox: -4; aSyn 5UTR inh: 23; HSF1 activator: -11; HSP90 refold inh: 2; KLF5 inh: -14; GSK3beta inhib: -3; Platelet DG rel: -19; Dyrk1A ADPGlo: 1

O=C1/C(=C\c2cccs2)SC(=S)N1C1CCS(=O)(=O)C1 (centres undefined)
  HSF1 inhib: -2; GSK3A inh: -2; IEC-6 cytotox: -7; aSyn 5UTR inh: -40; HSF1 activator: 1; HSP90 refold inh: 10; KLF5 inh: -21; GSK3beta inhib: -1; Platelet DG rel: 33; Dyrk1A ADPGlo: -7

Following part.
Second line of a record – HSF1 inhib	GSK3A inh	IEC-6 cytotox	aSyn 5UTR inh	HSF1 activator	HSP90 refold inh	KLF5 inh	GSK3beta inhib	Platelet DG rel	Dyrk1A ADPGlo
> CCCNC(=O)CNC(=S)N(Cc1ccccc1F)C1CCCCC1
  6	0	5	11	4	3	-12	-3	12	1
> COc1ccc(CN(C(=O)c2cccs2)C(C(=O)NC2CCCCC2)c2ccc3ncccc3c2)cc1 (centres undefined)
  2	0	-2	-3	23	-2	-29	0	2	.
> O=C(Nc1ccccc1)C1=C[C@@H](C2CC2)C[C@@H](OCc2ccc(CO)cc2)O1
  4	-1	0	-30	13	-1	-20	-4	12	10
> CC(=O)N1N=C(C)CC1c1ccc(O)cc1 (centres undefined)
  -7	-3	-2	-2	-27	-1	-2	-2	-4	-2
> N#CCCN(C(=O)COC(=O)c1ccc2c(c1)NC(=O)CS2)c1ccc2c(c1)OCCO2
  -4	-2	-4	1	-11	-3	-4	1	-1	6
> O=C(CCc1nnc(C2CCCCC2)o1)N1CCN(Cc2ccccc2)CC1
  -2	-2	2	12	4	-1	-22	1	-2	-1
> COc1ccc(OC)c(N(CC(=O)Nc2ccc3c(c2)OCCO3)S(C)(=O)=O)c1
  -2	-1	3	-3	-1	3	-10	-4	12	4
> CC(C)=CC(=O)OCc1csc(CC(=O)Nc2ccccc2C)n1
  1	-4	5	-15	1	2	-3	1	1	.
> Cc1ccnc(NC(=O)c2cc(F)c(F)cc2Cl)n1
  4	1	4	-6	-6	-1	-29	2	6	-2
> O=C(CSc1ncn[nH]1)Nc1c(F)cc(F)cc1Br
  -2	3	0	-13	2	-7	1	7	-7	8
> COc1ccc(CCNC(=O)C2CCN(S(=O)(=O)c3cccs3)CC2)cc1OC
  -5	-1	-3	22	5	1	5	1	-3	1
> CC(NC(=O)Cc1ccsc1)c1ccc(Cl)cc1Cl (centres undefined)
  -8	0	-7	5	10	0	-21	-3	-6	-3
> CN(c1ccc(C(=O)N2CCN(Cc3ccc4c(c3)OCO4)CC2)cc1)S(C)(=O)=O
  -3	-1	1	8	2	1	-7	-13	-6	2
> CC1CC(=O)NN=C1c1ccc(NCCO)c([N+](=O)[O-])c1 (centres undefined)
  -1	0	-2	76*	16	0	-32	-3	89*	4
> COc1cccc(C(=O)N2C(C(=O)O)CSC2c2ccccc2Cl)c1 (centres undefined)
  -6	-5	-6	17	19	2	-5	3	21	-5
> O=C1OC(Nc2nccs2)c2ccccc21 (centres undefined)
  -1	7	1	7	-4	3	-16	0	2	0
> O=[N+]([O-])c1ccc(Nc2ccc(Cl)cc2)nc1
  13	0	8	-29	22	1	-43	-3	-5	0
> CCC(C)NC(=O)C1CCN(S(=O)(=O)c2ccc3c(c2)CC(C)N3C(C)=O)CC1 (centres undefined)
  -3	-3	-2	19	14	-2	-2	2	7	2
